IL-1B inflam inh: inhibitors of inflammasome signaling (IL-1 beta secretion); AID 743279; THP-1 LPS/ATP IL-1B secretion, AlphaLISA, 16 h; stronger effect = lower value; 4.7% of 360,000 active; activity change, % at 57.5 µM; in the data active = activity change below about -50%; inconclusive = mostly about -30% to -49%; note: % is set by controls: 0 for no effect and ±100 for the full control effect
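THP-1 cells pretreated 1 hr with compounds (up to 57.5 uM final), then stimulated with LPS (250 ng/mL final) plus ATP (1.25 mM final); secreted IL-1B measured by AlphaLISA after 16 hr, decreased signal indicating inhibition.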
HT1080 IDH1KD tx: toxicity to HT-1080 IDH1 knockdown cells (counter line). 2% of 360,000 active. Potency, µM (top dose mostly 46.1 µM), inactives show at the top dose activity, negative = toxicity, usual class: cytotoxic. AID 686971. HT-1080 IDH1 knockdown viability, ATP luminescence, 48 h;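 note: potency is the fitted concentration of half-maximal effect; 0% = DMSO wells and -100% = cell-free medium wells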
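Viability of IDH1-knockdown HT-1080 fibrosarcoma cells was assessed by CellTiter-Glo after 48 h at 37 °C with titrated compound; concentration-effect curves were classified by fit quality and response size.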
HepG2 viability: kills HepG2 cells in TGF-b inhibitor counter-screen. HepG2 CAGA-GFP viability, ATP luminescence, 18 h. Potency, µM (top dose mostly 46.1 µM), without a hit: at the top dose activity change, negative = cytotoxicity, actives largely listed as cytotoxic. 0.76% of 410,000 active; note: potency is the fitted concentration of half-maximal effect; some results filed as inactive show a strong effect at the top dose
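HepG2 CAGA-GFP cells (1000/well, DMEM with 1% FBS) received compound, then TGF-beta at 500 pg/mL final, and were incubated 18 hours at 37 degrees C. Viability was read by CellTiter-Glo luminescence. Media-only wells were set as complete cell-killing and DMSO as no toxicity.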
HT1080NT lethal: kills 2HG-producing HT-1080-NT fibrosarcoma cells; 1.6% of 360,000 active; Potency, µM (highest dose often 46.1 µM), without a hit: at the highest dose activity, negative = less viability, usual class: cytotoxic; AID 686970; HT-1080-NT fibrosarcoma viability, CellTiter-Glo ATP luminescence, 48 h;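 note: NT is the 2HG producing partner of a matched IDH1 knockdown line; potency is the fitted concentration of half-maximal effect; 0% = DMSO-treated cells and -100% = media-only wells without cells; nearly all actives have a fitted effect of over 55% in size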
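Viability of the 2HG-overproducing fibrosarcoma line after 48 hours of compound exposure at 37 degrees C was determined by luminescence with CellTiter-Glo, and concentration-effect curves were then fitted and categorized.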
MCF10A rereplic: inducers of DNA re-replication in MCF 10A breast cells | MCF 10A DNA re-replication, Hoechst nuclear intensity, 48 h | Potency, µM (highest dose often 46.1 µM), for inactives: at the top dose activity, positive = re-replication, actives largely listed as activators | 2.9% of 350,000 active; note: potency is the fitted concentration of half-maximal effect; % of control where 0% means no effect; nearly all actives have a fitted effect of over 50% in size
SW480 rerep: inducers of DNA re-replication in SW480 colon cancer cells. SW480 DNA re-replication, Hoechst DNA content imaging, 48 h. Potency, µM (series often up to 46.1 µM), inactives show at the highest dose re-replication activation, usual class: activators. 1.8% of 340,000 active. AID 624297; note: potency is the fitted concentration of half-maximal effect; % of control where 0% means no effect; nearly all actives have a fitted effect of over 55% in size
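Hoechst fluorescence of nuclei (405 nm excitation, 500-530 nm emission) measured by plate-scanning imager after 48 hr compound exposure at 37 C; re-replication scored as increased number of nuclei with elevated intensity.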
KB-3-1 tox: kills parental KB-3-1 adenocarcinoma cells. KB-3-1 viability, CellTiter-Glo ATP luminescence, 72 h. 1.4% of 400,000 active. AID 1347075. Potency, µM (titrated, usually from 46.1 µM), for the others: at the top dose activity change, negative = cytotoxic, most hits filed as cytotoxic; note: potency is the fitted concentration of half-maximal effect; % is set by controls: 0 for no effect and ±100 for the full control effect; nearly all actives have a fitted effect of over 60% in size
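Viability of parental KB-3-1 cells, measured by CellTiter-Glo luminescence, followed a 72 h incubation at 37 °C with pinned compounds in phenol-red-free DMEM containing 10% FBS.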
S2 tox: viability counter-screen for ATXN expression inhibitors | S2 cells (HEK-293 line with an ATXN2-luciferase reporter) viability, CellTiter-Fluor protease fluorescence, 24 h | 0.49% of 400,000 active | Potency, µM (series often up to 56.7 µM), usual class: cytotoxic; note: potency is the fitted concentration of half-maximal effect; nearly all actives have a fitted effect of over 40% in size
ATXN2 expr inh: ATXN2 expression inhibition; AID 1745845; Potency, µM (series often up to 57 µM), for the others: top-dose activity change, negative = inhibition, most hits filed as inhibitors; 0.72% of 360,000 active; HEK-293 ATXN2-luciferase reporter, luminescence, 24 h; note: potency is the fitted concentration of half-maximal effect; % is set by controls: 0 for no effect and ±100 for the full control effect; nearly all actives have a fitted effect of over 55% in size
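ATXN2-luciferase reporter cells (luciferase flanked by upstream and downstream ATXN2 gene portions) were treated 24 h at 37 °C with compounds at up to 57 uM. SteadyGlo luminescence gave expression; GF-AFC fluorescence gave viability.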
The depositor's hits bear a star; i = inactive; ? = inconclusive; · = no result given; & = joins results of further samples; [ ] = dose if it differs, or a comment. Unless noted, calls come from the whole dose curve; as a rule, active = well fitted curve in the direction sought with a large enough effect; inconclusive = small, poorly fitted or top-dose-only effect, or another doubt; inactive = no such curve, though single readings can be large; an effect the other way counts as inactive or inconclusive. The order is random (roughly 8.9% active in at least one column).

#	Compound	IL-1B inflam inh	HT1080 IDH1KD tx	HepG2 viability	HT1080NT lethal	MCF10A rereplic	SW480 rerep	KB-3-1 tox	S2 tox	ATXN2 expr inh
1	O=C(C[n+]1ccc(-c2nnc3n2CCCCC3)cc1)c1ccc(Cl)cc1	-18	-2%	18%	-10%	-1%	2%	-6%	i	-5%
2	CC1(C)C2C/C(=N\O)C(C)(/[N+]([O-])=C/c3cccc([N+](=O)[O-])c3)CC21 (configuration not stated)	-26	-15%	1%	0%	-3%	?	-2%	?	?
3	O=C(NCCN1C(=O)S/C(=C\c2ccc(OC(F)F)cc2)C1=O)c1cnccn1	?	?	-13%	?	5.8µM*	5.8µM*	5.8µM*	?	-8%
4	COc1cc(CNCc2ccncc2)cc(Br)c1OCc1ccccc1F	?	?	-40%	?	2%	-2%	4.1µM*	i	?
5	C=CCn1c(=N)c(C(=O)NCCCOC)cc2c(=O)n3ccccc3nc21	-9	7%	-7%	-2%	2.1µM*	1.3µM*	4%	·	2%
6	Cc1ccccc1C(=O)NC1CCN(Cc2ccccc2)CC1	57	-1%	3%	3%	7%	-25%	-2%	i	-9%
7	Cc1cc(NC(=O)CCN2C(=O)C3C4CCC(C4)C3C2=O)c(C)cc1Br (configuration not stated)	26	-2%	-7%	-5%	4%	-2%	-8%	i	-5%
8	Cc1ccc(C(=O)N[C@H](C(=O)NC2CCCCC2)C(C)C)cc1	2	4%	-4%	0%	-3%	2%	2%	?	-6%
9	CCOc1ccccc1NC(=O)Nc1cc(C(=O)O)ccc1C	-12	1%	-2%	-9%	3%	-8%	0%	i	-7%
10	CC1Cc2nc(SCC(=O)NCC3CCCO3)n(-c3ccccc3)c(=O)c2S1 (configuration not stated)	4	10%	-2%	1%	·	·	0%	i	·
11	COC(=O)c1ccc(CNC(=O)COC(=O)CC23CC4CC(CC(Br)(C4)C2)C3)cc1	0	16%	-1%	12%	-2%	·	2%	i	0%
12	O=C(CSc1nnc(-c2ccncc2)n1-c1ccc(Cl)cc1)NCc1cccs1	0	10%	-18%	6%	1%	-1%	13%	?	-4%
13	CCOc1ccccc1OCC(=O)NCc1ccco1	-1	-26%	-13%	-17%	16µM*	13%	-10%	i	-4%
14	CCOc1ccc(NC(=O)CN(C)C(=O)CN2C(=O)NC3(CCCC3)C2=O)cc1OCC	-7	2%	0%	2%	-1%	-715%[inhibitor]	-5%	i	4%
15	COc1ccc(C(=O)N2c3ccccc3C=CC2C#N)cc1 (configuration not stated)	33	-20%	-1%	-28%	?	?	-11%	i	-13%[11.3 µM]
16	CCOc1ccc2nc(NC(=O)CN3CCN(c4ccccn4)CC3)sc2c1	25	-7%	-16%	10%	15%	0%	-8%	i	4%
17	C/C(CC(=O)NCc1ccco1)=N\NC(=O)C(c1ccccc1)c1ccccc1	-4	16%	-1%	10%	3%	-5%	4%	i	-13%
18	Cc1ccc(C(=O)N2CCCC(C(=O)c3cc(F)ccc3F)C2)s1 (configuration not stated)	-27	-1%	-5%	-9%	2%	1%	-14%	i	·
19	CCOc1cc(Br)c(C2C(C(=O)OC)=C(C)NC3=C2C(=O)c2ccccc23)cc1OCC (configuration not stated)	·	·	-25%	·	·	·	1%	i	-7%
20	O=C(Nc1cccc(-c2nc3ccccc3o2)c1)c1cccnc1	11	-6%	-20%	-11%	?	-9%	-2%	i	-9%
21	COc1ccc(NC(=O)NC2(C(=O)N3CCCC3)CCCCC2)cc1	-1	5%	0%	2%	-2%	7%	-5%	i	-2%
22	O=C1c2oc3ccccc3c(=O)c2C(c2ccccc2F)N1Cc1ccc2c(c1)OCO2 (configuration not stated)	·	·	-5%	·	·	·	7%	i	-5%
23	CCOC(=O)C1=C(CC)Nc2ccccc2N=C1NC(=O)Nc1ccccc1OC	-12	8%	-15%	4%	0%	-5%	5%	i	-1%
24	c1ccc(C2CNCc3c2ccc2ccccc32)cc1 (configuration not stated)	?	?	-81%	?	?	?	-22%	i	?
25	O=C(NC(=S)Nc1ccccc1)C1CCCCC1	-6	17%	-24%	15%	-2%	17%	-7%	i	20%
26	O=C(Nc1nnc(-c2ccc3c(c2)CCCC3)o1)C1CCCCC1	-2	6%	1%	-1%	1%	0%	16%	i	16%
27	COc1cccc(/C=N/NC(=O)c2cc3c(OC)ccc(OC)c3[nH]2)c1O	80	26µM*	0%	?	10%	-5%	?	i	·
28	COc1ccc(NC(=S)NCc2ccc3c(c2)OCO3)cc1	-4	0%	4%	-1%	24%	-2%	-8%	i	3%
29	COC(=O)c1sc(N)c(C(=O)OC)c1Cn1ncc(Cl)c(Cl)c1=O	-89*	?	1%	-17%	?	?	?	?	?
30	COc1cc(C(=O)NCc2cccc(Cl)c2)ccc1OCC(=O)N1CCOCC1	-16	12%	0%	5%	-3%	-4%	7%	i	6%
31	CC1=C(C(=O)Nc2cccnc2)C(c2ccc(Cl)cc2)n2nc(SCc3ccccc3)nc2N1 (configuration not stated)	·	·	4%	·	·	·	6%	?	-3%
32	CSc1ccccc1NC(=O)CN(Cc1ccccc1)S(C)(=O)=O	-3	0%	5%	5%	12%	4%	4%	i	2%
33	COC(C[C@@H](O)C[C@@H](O)[C@H](C)OCc1ccccc1)OC	10	15%	12%	1%	?	-4%	9%	i	11%
34	COc1ccc2cc(-c3cc(C(=O)OCC(=O)Nc4c(C)n(C)n(-c5ccccc5)c4=O)c4ccccc4n3)ccc2c1	0	-1%	-8%	9%	?	7%	-22%	?	-27%
35	Cc1ccc(-n2ncc3c(=O)[nH]c(SCC(=O)N4CCCc5ccccc54)nc32)cc1	10	-7%	7%	-8%	2%	2%	-12%	i	5%
36	CCOC(=O)C1CCCN(c2oc(-c3ccc(F)cc3)nc2C#N)C1 (configuration not stated)	-9	4%	8%	-20%	-7%	-586%[1.84 µM]	-4%	i	2%
37	COc1ccc(O)cc1	3	?	3%	?	-7%&16%	-9%&-1%	-2%	i	-13%&-3%
38	Cc1ccc(C(=O)N/N=C2\CCc3ccccc32)c(C)c1	-5	-2%	-10%	-3%	2%	1%	-5%	i	9%
39	Cc1cc(C)n(CCNC(=O)CC2C(=O)NCCN2Cc2ccc(C)o2)n1 (configuration not stated)	-9	20%	-24%	-16%	?	0%	3%	i	-3%
40	C/C(=N\N(c1ccccc1)c1ccccc1)c1ccc(N)cc1	-5	0%	-77%	-2%	2%	-7%	-2%	i	·
41	O=C(Nc1cccc(NC(=O)c2ccccc2[N+](=O)[O-])n1)c1ccccc1[N+](=O)[O-]	6	10%	1%	7%	?	?	0%	i	-10%
42	CN(Cc1nc(-c2cnccn2)no1)Cc1cccc2ccccc12	10	-1%	-20%	0%	4%	12%	-15%	i	·
43	O=C(C1CC(c2ccccc2O)=NO1)N1CCc2ccccc2C1 (configuration not stated)	8	?	0%	-7%	-2%	-1%	-3%	i	41%[activator]
44	Cc1ccccc1NC(=O)CSc1nc2ccc(NC(=O)COc3ccccc3F)cc2s1	·	·	-26%	·	·	·	-6%	?	18µM*
45	CC1=C(C(=O)N2CCOCC2)C(c2cccs2)NC(=O)N1 (configuration not stated)	11	3%	-12%	9%	5%	-3%[9.22 µM]	11%	i	-3%
46	CCCSc1ccc([C@@H]2[C@H]3C(=O)N(C)C(=O)[C@H]3[C@]3(C(=O)OC)CCCN23)cc1OC	-11	-1%	1%	-2%	-1%	-9%	-2%	i	2%
47	CCOCCN(C=O)c1cccc(OC)c1	42	8%	-17%	0%	?	-1%	1%	i	5%
48	Cc1ccc(N(CC(=O)NC2CCCC2)C(=O)CCC(=O)Nc2nc(C)cs2)cc1	-18	1%	-9%	-15%	-1%	15%	-3%	i	19%
49	COc1ccc(S(=O)(=O)N(C)CC(=O)N2CCN(c3ccc(F)cc3)CC2)cc1OC	-3	-2%	-13%	2%	-16%	-3%	2%	i	-11%
50	CCc1ccc(-n2c(=O)c3sc4ccccc4c3n(CC(=O)NCc3ccccc3)c2=O)cc1	·	·	-5%	·	·	·	11%	i	15%

Among those listed so far, seven have fluorine:
#	Compound	IL-1B inflam inh	HT1080 IDH1KD tx	HepG2 viability	HT1080NT lethal	MCF10A rereplic	SW480 rerep	KB-3-1 tox	S2 tox	ATXN2 expr inh
3	O=C(NCCN1C(=O)S/C(=C\c2ccc(OC(F)F)cc2)C1=O)c1cnccn1	?	?	-13%	?	5.8µM*	5.8µM*	5.8µM*	?	-8%
4	COc1cc(CNCc2ccncc2)cc(Br)c1OCc1ccccc1F	?	?	-40%	?	2%	-2%	4.1µM*	i	?
18	Cc1ccc(C(=O)N2CCCC(C(=O)c3cc(F)ccc3F)C2)s1 (configuration not stated)	-27	-1%	-5%	-9%	2%	1%	-14%	i	·
22	O=C1c2oc3ccccc3c(=O)c2C(c2ccccc2F)N1Cc1ccc2c(c1)OCO2 (configuration not stated)	·	·	-5%	·	·	·	7%	i	-5%
36	CCOC(=O)C1CCCN(c2oc(-c3ccc(F)cc3)nc2C#N)C1 (configuration not stated)	-9	4%	8%	-20%	-7%	-586%[1.84 µM]	-4%	i	2%
44	Cc1ccccc1NC(=O)CSc1nc2ccc(NC(=O)COc3ccccc3F)cc2s1	·	·	-26%	·	·	·	-6%	?	18µM*
49	COc1ccc(S(=O)(=O)N(C)CC(=O)N2CCN(c3ccc(F)cc3)CC2)cc1OC	-3	-2%	-13%	2%	-16%	-3%	2%	i	-11%
